# LEDGF integ inh – blocks HIV-1 LEDGF/p75-dependent DNA integration; hit rate 0.64% among 370,000; inhibition, % at 3.7 µM; TR-FRET IN-LEDGF/p75 DNA integration, Eu/Cy5; AID 743269;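 active = inhibition above the screen-wide mean plus 3 SD, cut at about 13% in these data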;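 also: signal is the Cy5 over europium emission ratio at 671 and 618 nm; 0% = plate median of compound wells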
# ABHD4 inh – inhibitors of mouse ABHD4. inhibition, % at 8.92 µM. Q8VD66. hit rate 0.54% among 370,000. purified mABHD4, FP-Rh probe fluorescence polarization. AID 720543;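 active = inhibition exceeding the mean over every tested compound plus 3 SD, cut at about 30% in these data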;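 also: 0% = plate median of compound wells and 100% = S159A mutant with DMSO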
#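 Test system: mABHD4 protein | Buffer or medium: HEPES pH 7.0 buffer, 150 mM NaCl, 0.01% Pluronic F-127 | Probe or stimulus: FP-Rh fluorescent activity-based probe, added after compound pre-incubation | Timing: Pre-incubation 45 min, probe exposure 60 min, at 25 °C | Technique: Fluorescence polarization, excitation 525 nm, emission 598 nm, BODIPY TMR filters | Repeats: Single well per compound (singlicate)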
# SIAE inh – human SIAE inhibition, primary screen | Q9HAT2 | SIAE FP-Rh probe binding, fluorescence polarization | inhibition, % at 9.66 µM | hit rate 0.69% among 370,000;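 active = inhibition above a cutoff: mean of compounds within the control limits plus 3 SD of those, cut at about 17% in these data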;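 also: 0% = plate median of compound wells and 100% = probe without SIAE protein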
# Target sequence (Q9HAT2 whole entry, looked up): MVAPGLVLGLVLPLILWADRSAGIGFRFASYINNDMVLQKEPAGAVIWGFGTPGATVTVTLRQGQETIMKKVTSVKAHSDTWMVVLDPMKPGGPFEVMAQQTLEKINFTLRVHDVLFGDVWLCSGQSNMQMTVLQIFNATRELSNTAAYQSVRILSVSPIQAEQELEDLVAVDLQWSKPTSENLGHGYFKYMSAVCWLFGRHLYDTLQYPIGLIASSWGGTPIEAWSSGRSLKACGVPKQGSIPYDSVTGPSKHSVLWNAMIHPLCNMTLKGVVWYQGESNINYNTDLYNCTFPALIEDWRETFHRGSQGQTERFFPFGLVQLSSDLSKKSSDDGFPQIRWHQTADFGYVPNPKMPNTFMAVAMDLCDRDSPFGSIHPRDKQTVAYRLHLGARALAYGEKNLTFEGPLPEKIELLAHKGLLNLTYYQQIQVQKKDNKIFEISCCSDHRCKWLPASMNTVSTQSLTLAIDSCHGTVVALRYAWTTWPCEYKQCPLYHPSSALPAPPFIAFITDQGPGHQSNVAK
# TDP2 inh – TDP2 (human) inhibition, absorbance primary screen | O95551 | recombinant TDP2, T5PNP hydrolysis, p-nitrophenol absorbance 415 nm | inhibition, % at 12.8 µM | hit rate 0.34% among 370,000 | AID 720702;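 active = inhibition above the mean of all tested compounds plus 3 SD, set per campaign, cut at about 25% in these data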;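 also: 0% = DMSO with enzyme and 100% = buffer with substrate but no TDP2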
#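 Evaluation: % inhibition relative to enzyme-containing and enzyme-free wells. Material: recombinant human TDP2. Benchmarks: enzyme-free and DMSO wells. Timing: enzyme reaction with compound for 2 h at 37 °C. Compound dosing: 12.8 µM only. Measured by: p-Nitrophenol epi absorbance. Reagent: T5PNP substrate at 5 mM, a TopII-DNA adduct mimic. Replication: single well per compound.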
# PRMT1 FP inh – blocks human protein arginine methyltransferase 1. Q99873. recombinant PRMT1, activity-based probe fluorescence polarization. inhibition, % at 2.79 µM. hit rate 1.3% among 370,000;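 active = inhibition above about 21% made by adding two undisclosed values, limit read from the data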
# Target sequence (Q99873 whole entry, looked up): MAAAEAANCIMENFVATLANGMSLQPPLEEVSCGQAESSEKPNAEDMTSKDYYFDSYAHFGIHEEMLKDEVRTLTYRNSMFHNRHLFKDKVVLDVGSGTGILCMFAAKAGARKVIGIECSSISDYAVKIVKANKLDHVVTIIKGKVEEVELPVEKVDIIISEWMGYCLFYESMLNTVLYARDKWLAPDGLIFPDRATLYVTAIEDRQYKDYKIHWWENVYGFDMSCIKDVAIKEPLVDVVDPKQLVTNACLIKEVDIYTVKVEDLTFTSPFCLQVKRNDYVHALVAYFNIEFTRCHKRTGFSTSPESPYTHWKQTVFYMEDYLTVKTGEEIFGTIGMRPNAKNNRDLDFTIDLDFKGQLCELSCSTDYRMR
# DDE Tn7 FP inh – DD(E)-Tn7 binding inhibition, primary FP screen. hit rate 0.13% among 370,000. P02675. AID 720508. FP displacement of FITC-Tn7 peptide from fibrin DD(E); 0% = median of compound wells per plate. inhibition, % at 8.3 µM;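 active = inhibition above the mean of compounds falling within the control limits plus 3 SD of them, cut at about 14% in these data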;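 also: 0% = plate median of compound wells and 100% = 10 µM Aha-Tn7 peptide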
#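 Test system: human clot-derived fibrin DD(E) complex / Quantity: 2 µM final DD(E) protein / Incubation: 10 min plus 3 h, room temperature / Measured by: fluorescence polarization / Benchmarks: high control of 10 µM Aha-Tn7 peptide / Replicates: singlicate testing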
# UHRF1 binding – blocks human UHRF1 binding to methylated DNA. Q96T88. UHRF1 binding to methylated oligo, TR-FRET. inhibition, % at 4.4 µM. hit rate 0.75% among 370,000. AID 687016; in the data active = inhibition above about 21%;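 also: UHRF1 SRA domain binding a hemimethylated CpG hairpin DNA probe; 0% = median of test compound wells and 100% = reference inhibitor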
# TCR-CD3 inh – human TCR-CD3 binding inhibition | inhibition, % at 9.4 µM | hit rate 0.37% among 360,000 | TAMRA-labeled TCR probe fluorescence, biochemical; in the data active = inhibition above about 19%;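 also: recombinant mutant TCR 2C K166C tagged with TAMRA read by polarization; 0% = receptor in buffer alone and 100% = receptor with positive control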
# PG9 binder – binds the HIV-1 gp120 antibody PG9. TR-FRET gp120-PG9 antibody binding. inhibition, % at 6.7 µM. hit rate 0.43% among 360,000; in the data active = inhibition above about 8.5%
# HTRA1 inh – inhibitors of human serine peptidase HTRA1; Q92743; recombinant HTRA1, FP-rhodamine activity-based probe, fluorescence polarization; inhibition, % at 5.96 µM; hit rate 0.5% among 340,000; in the data active = inhibition above about 36%;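 also: 0% = enzyme with DMSO and 100% = wells lacking enzyme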
# Active calls of the source: *; · = no result given.
SMILES,LEDGF integ inh,ABHD4 inh,SIAE inh,TDP2 inh,PRMT1 FP inh,DDE Tn7 FP inh,UHRF1 binding,TCR-CD3 inh,PG9 binder,HTRA1 inh
O=C1CC(N2CCCCC2)C(=O)N1c1ccccc1 (stereo not given),0,10,-1,-2,81*,-3,-2,7,-0.6,4
CCn1c(CCNC(=O)c2cccs2)nnc1SCC(=O)Nc1nc(-c2ccccc2)cs1,-1,-4,-15,10,1,0,-4,-6,-0.2,-26
CCN(CC)Cc1c(C(=O)N2CCc3ccccc3C2)nc2ccc(Cl)cn12,-1,-8,7,-9,6,2,6,-5,0.3,3
COc1cccc(NC(=O)CN(C)C(=O)CCCc2c[nH]c3ccccc23)c1,1,3,13,1,-1,4,2,1,-0.1,2
CN(CCc1ccccc1)C(c1ccnc2ccccc12)c1nnnn1-c1ccc2c(c1)OCCO2 (stereo not given),-4,-11,5,-6,-4,-3,0,1,-1.6,·
COc1ccc(Nc2nc(NCc3ccco3)nc(N/N=C/c3ccccc3Cl)n2)cc1,1,-1,4,-9,-2,-12,-2,-4,-0.1,-12
CC(C)Cc1csc(=S)[nH]1,-2,4,2,-2,5,0,1,2,1.0,1
CCCS(=O)(=O)NC(=O)C1(C)CCCN(C(=O)c2ccccc2F)C1 (stereo not given),-5,-4,0,4,4,0,3,-7,1.1,·
COc1cccc(NC(=O)CCCCCn2nnc3ccccc3c2=O)c1,1,-2,-5,-7,3,7,1,-7,1.2,-1
Cc1ccc(CNC(=O)c2cn(C3CCCCC3)c(=O)c3c2c2ccccc2n3C)o1,-2,-6,1,-4,-1,0,0,4,-1.1,-20
S=c1nc[nH]c2c1ncn2C1CCCO1 (stereo not given),-6,8,-1,13,-1,-5,-1,3,-1.4,-5
Cc1cc(C(=O)C(C)OC(=O)C2=NNC(=O)CC2)c(C)n1-c1ccc(OC(F)F)cc1 (stereo not given),-7,-21,-2,-4,1,-1,4,2,0.3,-4
COc1ccc(S(=O)(=O)N[C@@H](CSCc2ccccc2)C(=O)O)cc1,2,-1,-1,-4,-2,-1,7,-2,-1.1,7
Cn1c(NCCc2ccncc2)nc2cc(-c3ccsc3)sc2c1=O,2,-11,-19,-7,-8,-6,-6,5,-0.6,·
O=c1nc(Nc2ccccc2)oc2ccccc12,2,4,-4,8,-2,3,-2,9,-0.4,9
CCOc1ccc(NC(=O)CN(C)C(=O)CC2OC(=O)c3ccccc32)cc1OCC (stereo not given),5,-1,0,7,-3,7,-2,12,1.0,1
O=C(N[C@@H](Cc1c[nH]c2ccccc12)C(=O)O)c1ccc(Cl)cc1,9,-5,-4,-12,-6,-7,0,-5,0.2,0
CC1(C)CC(=O)C2=C(C1)N=C1SCCC(=O)N1C2c1ccc(C(F)(F)F)cc1 (stereo not given),0,-5,-2,-9,-3,-7,-1,4,-2.2,-23
N#Cc1nc(-c2ccccc2)oc1N1CCC(C(N)=O)CC1,4,-4,2,-2,1,-3,2,-9,-1.1,0
O=C(Nc1ccc(F)cc1)N[C@H]1CC[C@H](CCNS(=O)(=O)c2cccc(Cl)c2)O[C@@H]1CO,3,-3,4,3,-2,-4,2,-5,0.1,·

# 14 compounds out of the list, arranged by formula weight, smallest number first:
SMILES,LEDGF integ inh,ABHD4 inh,SIAE inh,TDP2 inh,PRMT1 FP inh,DDE Tn7 FP inh,UHRF1 binding,TCR-CD3 inh,PG9 binder,HTRA1 inh
CC(C)Cc1csc(=S)[nH]1,-2,4,2,-2,5,0,1,2,1.0,1
S=c1nc[nH]c2c1ncn2C1CCCO1 (stereo not given),-6,8,-1,13,-1,-5,-1,3,-1.4,-5
O=c1nc(Nc2ccccc2)oc2ccccc12,2,4,-4,8,-2,3,-2,9,-0.4,9
N#Cc1nc(-c2ccccc2)oc1N1CCC(C(N)=O)CC1,4,-4,2,-2,1,-3,2,-9,-1.1,0
COc1cccc(NC(=O)CCCCCn2nnc3ccccc3c2=O)c1,1,-2,-5,-7,3,7,1,-7,1.2,-1
Cn1c(NCCc2ccncc2)nc2cc(-c3ccsc3)sc2c1=O,2,-11,-19,-7,-8,-6,-6,5,-0.6,·
CCCS(=O)(=O)NC(=O)C1(C)CCCN(C(=O)c2ccccc2F)C1 (stereo not given),-5,-4,0,4,4,0,3,-7,1.1,·
COc1cccc(NC(=O)CN(C)C(=O)CCCc2c[nH]c3ccccc23)c1,1,3,13,1,-1,4,2,1,-0.1,2
COc1ccc(S(=O)(=O)N[C@@H](CSCc2ccccc2)C(=O)O)cc1,2,-1,-1,-4,-2,-1,7,-2,-1.1,7
CC1(C)CC(=O)C2=C(C1)N=C1SCCC(=O)N1C2c1ccc(C(F)(F)F)cc1 (stereo not given),0,-5,-2,-9,-3,-7,-1,4,-2.2,-23
Cc1ccc(CNC(=O)c2cn(C3CCCCC3)c(=O)c3c2c2ccccc2n3C)o1,-2,-6,1,-4,-1,0,0,4,-1.1,-20
CCOc1ccc(NC(=O)CN(C)C(=O)CC2OC(=O)c3ccccc32)cc1OCC (stereo not given),5,-1,0,7,-3,7,-2,12,1.0,1
COc1ccc(Nc2nc(NCc3ccco3)nc(N/N=C/c3ccccc3Cl)n2)cc1,1,-1,4,-9,-2,-12,-2,-4,-0.1,-12
O=C(Nc1ccc(F)cc1)N[C@H]1CC[C@H](CCNS(=O)(=O)c2cccc(Cl)c2)O[C@@H]1CO,3,-3,4,3,-2,-4,2,-5,0.1,·

# The list continues.
SMILES,LEDGF integ inh,ABHD4 inh,SIAE inh,TDP2 inh,PRMT1 FP inh,DDE Tn7 FP inh,UHRF1 binding,TCR-CD3 inh,PG9 binder,HTRA1 inh
O=C(Nc1ccc(S(=O)(=O)NC2=NCCCCC2)cc1)c1ccc(Cl)cc1Cl,-5,-15,-4,-19,6,2,2,-1,0.8,3
Cc1ccc(-n2nnnc2-c2cnoc2-c2cccc(F)c2)cc1,1,2,3,6,2,-6,1,-2,-0.2,-8
CO/N=C/c1ccc(N2CCN(C(=O)c3cccc(Cl)c3)CC2)c([N+](=O)[O-])c1,0,-3,0,2,-2,0,-3,6,-3.1,-4
Cc1ccc(S(=O)(=O)N2CCOCC2)cc1C(=O)OCC(=O)NC1CCCCC1,-1,1,6,1,-1,7,-3,7,-0.5,-2
CN(C(=O)COC(=O)c1ccc(=O)n(Cc2ccccc2)n1)C1CCCCC1,-1,2,-3,7,3,1,12,-3,-1.3,-2
CC1(c2nc3ccccc3[nH]2)CCC(=O)N1Cc1cccs1 (stereo not given),2,9,1,-1,-3,1,-5,9,-1.1,·
CN(C)C(=O)c1cccc(-c2cnc3c(NC=O)cc(-c4ccc(N(C)C)cc4)cn23)c1,-2,-2,-4,-4,4,1,-10,-4,-6.2,·
COC(=O)c1c(-c2ccc(OC)cc2)sc2cc3c(cc12)OCO3,-1,-7,-2,4,1,-4,0,-6,0.3,-26
Cc1ccc(Sc2ncccc2N)cc1,8,7,2,-5,4,-4,-6,7,-1.4,·
Cc1ccc2c(c1)C(=O)C(=O)N2CCCOc1ccccc1C,6,9,4,9,0,-4,-4,6,-0.8,-91
CCC(=O)Oc1ccc(C(=O)Nc2cccc(C(=O)NC(C)(C)C)c2)cc1,-2,-17,-5,2,4,4,6,1,0.2,-2
Cc1ccc(S(=O)(=O)NCCS(=O)(=O)N2CCN(c3ccc(F)cc3)CC2)cc1,0,-10,-5,-2,-2,-9,5,-2,-2.3,-7
c1ccc2cc(Sc3ncnc4c3oc3ccccc34)ccc2c1,-2,-4,3,-6,0,1,4,-3,-1.1,3
CCCN(CC1CC1)C(=O)COc1ccccc1C(=O)NCc1ccccc1,8,-2,8,-2,-2,2,-1,2,-0.7,1
Cc1ccc(C)c(NC(=O)c2ccc(CS(=O)(=O)Cc3ccccc3C)o2)c1,0,-4,3,1,-1,-2,-1,·,·,·
COc1ccc(N2CCN(C(=O)Cn3nnc(-c4ccccc4N)n3)CC2)cc1,-3,-2,-4,-7,1,8,-1,2,0.3,-11
CC(NC(=O)c1ccccc1NC(=O)c1ccncc1)c1ccccc1 (stereo not given),1,2,2,1,3,-1,4,-7,1.5,0
CCn1c(SCC(=O)N2CCCCC2)nc(O)cc1=O,-2,1,5,-9,-1,0,0,4,-3.0,-1
Cc1ccccc1C(=O)Nc1ccnn1C1CCN(Cc2cnn(C(C)C)c2)CC1,0,-3,3,9,-3,-5,0,-2,-3.5,-2
CCN(CC)S(=O)(=O)c1ccc(NC(=O)c2ccc(Sc3nncn3C)c([N+](=O)[O-])c2)cc1,-4,8,-3,0,0,-2,2,2,-1.7,2
CC(C)c1ccc2c(c1)C(N1CCNCC1)Cc1ccc(F)cc1S2 (stereo not given),-2,32*,-11,-6,6,5,-2,-6,0.6,·
CN1OC[C@@H]2CN[C@H](c3ccc(-n4ccnc4)cc3)C[C@@H]21,6,3,2,3,1,-3,1,7,-0.9,·
Cc1c(NC(=S)NC(=O)CCc2ccccc2)c(=O)n(-c2ccccc2)n1C,-1,5,-1,1,3,-2,0,1,-0.7,-17
N#CCC[C@@H]1CC[C@]2(CCCN(C(=O)c3cccnc3)C2)O1,0,3,1,9,-7,-3,-1,·,·,·
Cc1ccc(Sc2ccc(CN3CCCC3)cc2[N+](=O)[O-])cc1,-1,8,-6,3,0,3,1,-2,-0.3,6
CCN(CC)S(=O)(=O)c1ccc(N2CCN(C)CC2)c(NC(=O)Nc2ccc(C)cc2)c1,-2,4,5,-3,2,5,0,6,1.0,-1
Cc1ccc(Cl)cc1N1CCN(C(=O)c2cn(C)c(=O)c3c2c2ccccc2n3C)CC1,0,3,0,0,-3,1,-1,4,-0.8,0
CCCCC(NC(=O)Cc1c(C)c2cc3c4c(oc3cc2oc1=O)CCCC4)C(=O)O (stereo not given),-1,-2,9,12,-3,0,2,0,-0.8,-2
COc1ccc(CN2C(=O)c3ccccc3C2OC)cc1 (stereo not given),3,-3,-8,-4,6,5,4,-9,-0.9,1
CCCc1c(C(=O)N/N=C(\C)c2ccc3c(c2)OCO3)nnn1-c1nonc1N,1,3,10,8,2,0,4,-6,-0.2,4
Cc1cc(NS(=O)(=O)c2ccc(NC(=O)/C=C/c3c(F)cccc3Cl)cc2)no1,1,-34,-20,4,1,-3,1,5,-2.2,-38
CCc1ccc(NC(=O)COC(=O)CCCC2=NS(=O)(=O)c3ccccc3N2)cc1,-3,15,-4,7,-1,-5,1,-5,1.0,6
O=C(Cc1csc(NC(=O)c2ccc(F)cc2)n1)NO,1,2,24*,-1,-2,-9,-2,4,-1.1,14

# From PubChem

# This is a random part of the collection, and some 4.2% of all compounds hit somewhere here.
